Source: PubChem (several laboratories)
LYP inh 2 – PTPN22 phosphatase inhibitors, primary screen, biochemical, DiFMUP fluorescence, 2 µM; Tyrosine-protein phosphatase non-receptor type 22 (Homo sapiens), Q9Y2R2; recombinant LYP catalytic domain; inhibition, % at 2 µM; hit rate 0.21% among 96,000; AID 640, 2007;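 active = inhibition at 2 µM at or above a set limit, the screen mean plus 3 SD, cut at about 24% in these data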;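 also: 0% = DMSO with enzyme and 100% = enzyme fully blocked by orthovanadate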
cytoskel mod – modifiers of F-actin cytoskeleton organization, primary screen, imaging, HUVEC, phalloidin staining, high-content imaging | HUVEC TNFa F-actin phalloidin imaging | hit rate 0.18% among 91,000 | AID 836, 2007 | inhibition, % at 2 µM;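 active = inhibition above the batch mean plus 3 SD and confirmed as a hit by visual image inspection, cut at about 30% in these data, passing the limit was not always enough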; also: strong numbers were not always called active
HUVEC tox TNFa – cytotoxicity in TNFa-stimulated HUVEC, primary screen, cytotoxicity control for VCAM1 expression modulator project, imaging, Hoechst nuclei count | hit rate 0.17% among 93,000 | HUVEC TNFalpha-stimulated, Hoechst cell count | cell count reduction, % at 2 µM | AID 848, 2007;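 active = cell count reduction exceeding the screen mean by over 5 SD, scaled to untreated wells per plate, cut at about 78% in these data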;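 also: cells counted after 24 h of TNF alpha exposure following the 1 h pretreatment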
PTK2B oligo ant – antagonists of Pyk2 self-association, primary screen, Q293 cells, FERM NanoBiT luminescence, HTS. Protein-tyrosine kinase 2-beta (Homo sapiens), Q14289. active compounds read low. z-score (the deposit names both 25 µM and 10 µM). hit rate 0.83% among 99,000. AID 1347419, 2020;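 active = Z-score of -3 or lower, scaled per plate to the spread of control and sample wells; inactive = z-score above -3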;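 also: negative z-score means lost luminescence so less FERM oligomerization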
Target sequence (Q14289 whole entry, looked up): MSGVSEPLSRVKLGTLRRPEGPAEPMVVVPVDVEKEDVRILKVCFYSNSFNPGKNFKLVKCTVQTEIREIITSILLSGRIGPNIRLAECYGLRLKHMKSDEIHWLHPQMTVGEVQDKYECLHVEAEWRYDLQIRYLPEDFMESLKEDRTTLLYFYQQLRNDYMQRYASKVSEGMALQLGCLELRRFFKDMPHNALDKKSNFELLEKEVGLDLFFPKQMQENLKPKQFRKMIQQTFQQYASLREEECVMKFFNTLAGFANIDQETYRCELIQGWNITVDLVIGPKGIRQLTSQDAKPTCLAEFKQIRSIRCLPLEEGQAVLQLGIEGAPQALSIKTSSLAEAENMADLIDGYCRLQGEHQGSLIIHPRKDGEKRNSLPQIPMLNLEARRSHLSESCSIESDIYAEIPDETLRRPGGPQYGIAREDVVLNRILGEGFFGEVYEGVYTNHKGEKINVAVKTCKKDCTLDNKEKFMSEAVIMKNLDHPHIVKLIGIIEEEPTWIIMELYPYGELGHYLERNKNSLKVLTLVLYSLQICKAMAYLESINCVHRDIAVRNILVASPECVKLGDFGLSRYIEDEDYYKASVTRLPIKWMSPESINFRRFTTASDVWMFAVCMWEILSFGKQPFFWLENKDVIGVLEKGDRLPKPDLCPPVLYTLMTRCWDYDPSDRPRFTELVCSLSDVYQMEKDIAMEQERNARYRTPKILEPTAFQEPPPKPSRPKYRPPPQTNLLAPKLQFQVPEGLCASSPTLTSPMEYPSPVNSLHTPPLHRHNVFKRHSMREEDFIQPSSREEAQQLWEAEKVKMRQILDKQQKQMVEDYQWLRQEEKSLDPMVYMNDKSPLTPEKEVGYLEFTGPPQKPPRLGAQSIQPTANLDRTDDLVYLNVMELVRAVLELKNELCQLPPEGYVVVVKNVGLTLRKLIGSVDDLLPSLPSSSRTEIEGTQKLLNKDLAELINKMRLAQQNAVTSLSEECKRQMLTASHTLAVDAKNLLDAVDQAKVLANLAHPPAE
ERa SRC1 inh – ERα–SRC-1 coactivator interaction inhibitors, primary screen, biochemical, TR-FRET, ERα LBD, estradiol-bound; TR-FRET ER-alpha LBD / SRC-1 peptide; inhibition, % at 25.6 µM; hit rate 1.7% among 86,000; in the data active = inhibition above about 50%;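 also: 0% = receptor plus peptide control and 100% = peptide only without receptor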
LYP act – LYP phosphatase activators, primary screen, biochemical, DiFMUP fluorescence, 2 µM. recombinant LYP; 0 = plate median, 100 = signal doubled. activation, % at 2 µM. hit rate 0.11% among 96,000;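 active = activation at 2 µM above a set limit, the mean plus 5 SD, cut at about 37% in these data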
IL1B cytotox – cytotoxicity in IL-1B stimulated HUVEC, primary screen, cytotoxicity control for IL-1B NFkB translocation project, imaging, Hoechst nuclear count, IL-1B stimulus; HUVEC cell count loss; AID 845, 2007; hit rate 0.41% among 94,000; cell count reduction, % at 2 µM;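 active = cell count reduction more than 3 SD above the screen-wide mean, cut at about 70% in these data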;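 also: normalized per plate to untreated control cells as the no-loss baseline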
FAK blocker – FAK kinase inhibitors, primary screen, biochemical; hit rate 0.84% among 97,000; inhibition, %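 (tested at 7 µM)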; biochemical FAK kinase activity assay; Focal adhesion kinase 1 (Homo sapiens), Q05397; AID 727, 2007; in the data active = inhibition above about 19%;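 also: 0% = DMSO and 100% = reference compound high control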
VCAM1 TNFa inh – inhibitors of TNFa-induced VCAM1 expression, primary screen, imaging, HUVEC, TNFa stimulus, immunofluorescence. HUVEC TNFa-induced VCAM-1 immunofluorescence, high-content imaging. inhibition, % at 2 µM. hit rate 0.48% among 95,000. AID 802, 2007;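 active = inhibition above the batch mean plus 3 SD, with images confirmed as a hit by eye, cut at about 37% in these data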;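 also: 0% = TNF-stimulated DMSO wells and 100% = unstimulated control wells; not every result past the cut was called active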
Active calls of the source: *; . = no result given; & = joins results of further samples; [ ] = dose if it differs, or a comment.

(1) Clc1ccc2[nH]cc(-c3nnnn3-c3ccc4ccccc4c3)c2c1
(2) CN(C)S(=O)(=O)c1ccc(C(=O)Nc2nnc(-c3ccc4c(c3)CCCC4)o2)cc1
(3) Cc1cc(C)c(NC(=O)C2CCN(c3cnccn3)CC2)c(C)c1
(4) CCOC(=O)C1CCCN(CCC(=O)Nc2ccccc2)C1 (configuration not stated)
(5) CCc1ccccc1NC(=O)c1cnc2n(c1=O)CCS2
(6) Cc1cc2oc(=O)cc(Cn3ccnc3)c2cc1C
(7) COc1ccc(C(=O)CSc2nnc(CNc3ccc(C)cc3C)n2Cc2ccco2)cc1
(8) CC(C)CN1C(=O)c2ccc(NC(=O)c3cccs3)cc2C1=O
screen / no.	1	2	3	4	5	6	7	8
LYP inh 2	-8	10	-14	6	-2	3	5	-8
cytoskel mod	5	16	-4	-1	14	13	13	-5
HUVEC tox TNFa	6	-27	-2	-7	-13	-5	-26	-3
PTK2B oligo ant	-3.2*	.	0.22	0.39	.	0.01	1.5	-2.1
ERa SRC1 inh	.	3	-2	1	0	1	-6	-4
LYP act	6	-13	10	-3	0	-4	-7	7
IL1B cytotox	-4	8	-8	6	-11	-69	-4	7
FAK blocker	12	-10	2	-1	2	1	6	4
VCAM1 TNFa inh	-10	0	33	-5	8	8	14	-14

The final four compounds of the part above open the next one.
(5) CCc1ccccc1NC(=O)c1cnc2n(c1=O)CCS2
(6) Cc1cc2oc(=O)cc(Cn3ccnc3)c2cc1C
(7) COc1ccc(C(=O)CSc2nnc(CNc3ccc(C)cc3C)n2Cc2ccco2)cc1
(8) CC(C)CN1C(=O)c2ccc(NC(=O)c3cccs3)cc2C1=O
(9) Cc1nc(NC(=O)CSc2nc3cccnc3n2Cc2ccccc2)sc1C
(10) COc1ccc(-c2cn3c(C)c(C(=O)NC(C)C)sc3n2)cc1
(11) COc1cccc(CC(C(=O)Nc2cc(C)ccc2C)c2nn[nH]n2)c1OC (configuration not stated)
(12) Cc1nnc(Sc2nc3c(c(=O)[nH]c(=O)n3C)n2CCCc2ccccc2)s1
(13) CC(CC(=O)c1cccs1)CC(=O)c1cccs1
(14) COc1ccc(N(C)S(=O)(=O)c2cccc(C(=O)Nc3ccc(-n4cnnn4)cc3)c2)cc1
(15) CN1CCCC(OC(=O)c2ccc3c(c2)OCCO3)C1 (configuration not stated)
(16) O=C(c1ccncc1)c1ccc(NS(=O)(=O)c2ccc(Br)s2)cc1
screen / no.	5	6	7	8	9	10	11	12	13	14	15	16
LYP inh 2	-2	3	5	-8	5	-7	-1	5	3	8	-25	-9
cytoskel mod	14	13	13	-5	3	6	7	-3	-15	-9	-14	-31
HUVEC tox TNFa	-13	-5	-26	-3	-25	-6	-27	-21	0	4	-23	-6
PTK2B oligo ant	.	0.01	1.5	-2.1	-1.2	0.5	-0.8	.	1.2	-2.4	-0.39	-2.2
ERa SRC1 inh	0	1	-6	-4	35	-2	-1	-4	.	2	0	.
LYP act	0	-4	-7	7	-4	8	2	-7	-6	-10	20	12
IL1B cytotox	-11	-69	-4	7	0	-14	-13	-14	.	5	-16	-52
FAK blocker	2	1	6	4	1	1	-3	-6	5	3	0	-44
VCAM1 TNFa inh	8	8	14	-14	-18	-4	-13	6	11	12	1	6

(17) S=C(NCc1cccnc1)Nc1ccc(Cl)cc1
(18) COc1ccc(OCCCC(=O)N2CCCc3ccccc32)cc1
(19) Cc1cc(C)nc(SCNC(=O)c2ccc(Cl)cc2)n1
(20) CC(C)(C(=O)c1ccccc1)/[N+]([O-])=C/c1ccccc1
(21) c1ccc2[nH]c(-c3ccnc4ccccc34)nc2c1
(22) CCOc1ccc2nc(Nc3nc(CSc4nnnn4-c4ccccc4)cc(=O)[nH]3)nc(C)c2c1
(23) Cc1ocnc1C(=O)Nc1ccc(Cl)cc1
(24) O=C(CSc1ccc2c(c1)OCCO2)NCC1CCCO1 (configuration not stated)
screen / no.	17	18	19	20	21	22	23	24
LYP inh 2	-5	14	-4	-1	-1	11	-4	1
cytoskel mod	-11	24	8	-5	5	12	.	20
HUVEC tox TNFa	-18	-26	-6	-9	-11	31	.	-14
PTK2B oligo ant	1.1	0.86	0.69	-0.02	-0.14&-0.38	-0.24	0.27	0.15
ERa SRC1 inh	.	6[fluorescence artefact?]	3	.	-2&-6	70*[fluorescence artefact?]	-27	8
LYP act	9	-15	3	3	4	-9	4	-4
IL1B cytotox	-18	8	-35	23	21	12	.	2
FAK blocker	2	-1	2	0	0	-2	-1	9
VCAM1 TNFa inh	-34	20	-12	5	16	3	.	-3

(25) O=C(CSc1nnc(COc2ccccc2)n1Cc1ccco1)c1ccc(F)cc1
(26) O=C(NCc1ccc2c(c1)OCO2)c1cccc(S(=O)(=O)N2CCCCC2)c1
(27) O=C(CN1CCCC1)N/N=C/c1ccc(-c2cccc(Cl)c2)o1
(28) O=C(Cn1ccc2ccccc2c1=O)Nc1ccc2c(c1)OCO2
(29) O=C(CO/N=C/c1ccccc1O)NNC(=O)c1ccccc1Cl
(30) CC1CC(C)(C)Nc2ccc(OC(=O)c3ccco3)cc21 (configuration not stated)
(31) CCOc1ccc(NC(=O)c2ccc3snnc3c2)cc1
(32) Cc1ccc([N+](=O)[O-])cc1-c1ccc(/C=N/NC(=O)c2cc3c(ccc4ccccc43)o2)o1
screen / no.	25	26	27	28	29	30	31	32
LYP inh 2	2	-15	-6	6	0	-15	3	15
cytoskel mod	-45	-8	-15	-9	8	3	1	11
HUVEC tox TNFa	-7	2	15	10	-40	8	-42	21
PTK2B oligo ant	0.21	0.59	1.6	0.58	-0.23	-1.6	1.4	-1.6
ERa SRC1 inh	-14	-6	.	18[fluorescence artefact?]	-4	-3	-66[fluorescence artefact?]	.
LYP act	-4	15	9	-4	-1	16	-3	-14
IL1B cytotox	-22	24	-5	28	-29	-2	-31	9
FAK blocker	2	-1	0	7	1	-3	0	5
VCAM1 TNFa inh	-8	16	21	-11	-3	10	3	-14

(33) Cc1cccc(NC(=S)NNC(=O)c2csc3c2CCC(C)C3)c1 (configuration not stated)
(34) COc1ccc(OC)c(-c2nc(C)sc2CC(=O)O)c1
(35) Cc1ccc(S(=O)(=O)N2CCC(C(=O)N[C@H](C(=O)N3CCN(C)CC3)C(C)C)CC2)cc1
(36) CCOC(=O)c1c(C)n(C)c2ccc(O)c(CN(CC)CC)c12
(37) CCOC(=O)c1ccccc1NC(=O)c1cc(S(=O)(=O)N2CCOCC2)ccc1F
(38) CCOC(=O)c1cnc2cc(C)nn2c1C
(39) CC1(C(=O)NC2CCCCCCC2)CCC(=O)N1Cc1cccnc1 (configuration not stated)
(40) Cc1cc(N(CC(=O)O)S(C)(=O)=O)ccc1Br
screen / no.	33	34	35	36	37	38	39	40
LYP inh 2	5	-8	-3	-1	-2	-1	-25	-8
cytoskel mod	-8	6	-12	.	-3	-1	6	0
HUVEC tox TNFa	-29	-24	-13	-1	-32	13	-8	-4
PTK2B oligo ant	-0.08	0.89	-0.48	0.4	-1	-0.4	0.43	-0.09
ERa SRC1 inh	.	10	3[fluorescence artefact?]	-4	-2	3	2	0
LYP act	-9	3	4	3	2	3	21	7
IL1B cytotox	-4	5	4	12	12	9	-1	-13
FAK blocker	-5	2	-1	2	4	-2	1	-2
VCAM1 TNFa inh	-11	-9	4	-1	-6	1	0	13

(41) Cc1c(C#N)c(SCC(N)=O)nc2c1CCCC2
(42) Fc1ccc(C(CCCn2nnc(-c3cccnc3)n2)c2ccc(F)cc2)cc1
(43) Cc1cccc(OCC(=O)Nc2cc(C)on2)c1
(44) Cc1ccccc1C(=O)NC1CCN(Cc2nnnn2Cc2ccc(F)cc2)CC1
(45) COc1ccc(Br)cc1C(=O)Nc1ccccc1-c1ccccc1
(46) O=C(CN1CCCCCC1)NCCc1ccc(F)cc1
(47) Cn1c(CCNC(=O)c2ccc(F)cc2)nc2ccccc21
(48) C=CCn1c(SCc2ccccc2C#N)nnc1-c1ccccc1O
screen / no.	41	42	43	44	45	46	47	48
LYP inh 2	1	17	7	-1	2	-4	8	4
cytoskel mod	-15	-14	2	26	9	45	10	-22
HUVEC tox TNFa	-17	8	-11	-26	-12	-38	32	-10
PTK2B oligo ant	0.6	-3.7*	0.09	0.74	-3.6*	-0.27	-0.31	-1.4
ERa SRC1 inh	6	1	-1	-4	.	-10	.	1
LYP act	-1	-17	-6	-1	1	4	-10	-6
IL1B cytotox	-15	-8	23	-26	-20	25	-9	-9
FAK blocker	0	0	0	5	4	-12	2	0
VCAM1 TNFa inh	-7	7	7	4	12	11	4	2

(49) CCOC(=O)c1sc(NC(=O)c2c(OC)cccc2OC)nc1C
(50) CCN=C(Nc1ccc(Cl)cc1)c1cccnc1
(51) CSc1cccc(NC(=O)C(C)NS(=O)(=O)c2ccc(F)cc2)c1 (configuration not stated)
(52) Cc1ccc(NCc2nnc(SCC(=O)Nc3cc(C)on3)n2C)cc1
(53) CCOC(=O)c1c(C)[nH]c(C)c1C(=O)COC(=O)C1CCCN1S(=O)(=O)c1ccccc1F (configuration not stated)
(54) O=C(NCc1cccnc1)NC1CCCN1S(=O)(=O)c1ccc(Cl)cc1 (configuration not stated)
(55) CCOC(=O)c1cnc(SCc2nc(N)nc(Nc3ccccc3OC)n2)nc1N
screen / no.	49	50	51	52	53	54	55
LYP inh 2	-22	3	-8	-3	-6	-2	-7
cytoskel mod	7	.	0	-3	5	9	20
HUVEC tox TNFa	-7	1	-15	-6	-31	-41	-9
PTK2B oligo ant	-0.76	-1.1	2.2	0.26	0.69	0.79	.
ERa SRC1 inh	-2	.	-4	-21	2	0	-4
LYP act	25	-2	10	-2	5	2	10
IL1B cytotox	-28	-17	-25	-27	0	-40	-8
FAK blocker	1	-7	0	-1	2	-2	0
VCAM1 TNFa inh	8	4	18	23	2	10	3
